3CLpro inhibitor: SARS-CoV 3CLpro protease inhibition | recombinant SARS-CoV 3CLpro, quenched FRET peptide cleavage | hit rate 0.14% among 290,000 | inhibition, % at 6 µM | P0C6X7; in the data active means inhibition above about 12%
TcdB inh: TcdB glycohydrolase inhibition. hit rate 0.24% among 350,000. inhibition, % at 9.99 µM. AID 652162. P18177. TcdB glycohydrolase enzymatic assay, plate reader; in the data active means inhibition above about 10%
Target sequence (P18177 whole entry, looked up): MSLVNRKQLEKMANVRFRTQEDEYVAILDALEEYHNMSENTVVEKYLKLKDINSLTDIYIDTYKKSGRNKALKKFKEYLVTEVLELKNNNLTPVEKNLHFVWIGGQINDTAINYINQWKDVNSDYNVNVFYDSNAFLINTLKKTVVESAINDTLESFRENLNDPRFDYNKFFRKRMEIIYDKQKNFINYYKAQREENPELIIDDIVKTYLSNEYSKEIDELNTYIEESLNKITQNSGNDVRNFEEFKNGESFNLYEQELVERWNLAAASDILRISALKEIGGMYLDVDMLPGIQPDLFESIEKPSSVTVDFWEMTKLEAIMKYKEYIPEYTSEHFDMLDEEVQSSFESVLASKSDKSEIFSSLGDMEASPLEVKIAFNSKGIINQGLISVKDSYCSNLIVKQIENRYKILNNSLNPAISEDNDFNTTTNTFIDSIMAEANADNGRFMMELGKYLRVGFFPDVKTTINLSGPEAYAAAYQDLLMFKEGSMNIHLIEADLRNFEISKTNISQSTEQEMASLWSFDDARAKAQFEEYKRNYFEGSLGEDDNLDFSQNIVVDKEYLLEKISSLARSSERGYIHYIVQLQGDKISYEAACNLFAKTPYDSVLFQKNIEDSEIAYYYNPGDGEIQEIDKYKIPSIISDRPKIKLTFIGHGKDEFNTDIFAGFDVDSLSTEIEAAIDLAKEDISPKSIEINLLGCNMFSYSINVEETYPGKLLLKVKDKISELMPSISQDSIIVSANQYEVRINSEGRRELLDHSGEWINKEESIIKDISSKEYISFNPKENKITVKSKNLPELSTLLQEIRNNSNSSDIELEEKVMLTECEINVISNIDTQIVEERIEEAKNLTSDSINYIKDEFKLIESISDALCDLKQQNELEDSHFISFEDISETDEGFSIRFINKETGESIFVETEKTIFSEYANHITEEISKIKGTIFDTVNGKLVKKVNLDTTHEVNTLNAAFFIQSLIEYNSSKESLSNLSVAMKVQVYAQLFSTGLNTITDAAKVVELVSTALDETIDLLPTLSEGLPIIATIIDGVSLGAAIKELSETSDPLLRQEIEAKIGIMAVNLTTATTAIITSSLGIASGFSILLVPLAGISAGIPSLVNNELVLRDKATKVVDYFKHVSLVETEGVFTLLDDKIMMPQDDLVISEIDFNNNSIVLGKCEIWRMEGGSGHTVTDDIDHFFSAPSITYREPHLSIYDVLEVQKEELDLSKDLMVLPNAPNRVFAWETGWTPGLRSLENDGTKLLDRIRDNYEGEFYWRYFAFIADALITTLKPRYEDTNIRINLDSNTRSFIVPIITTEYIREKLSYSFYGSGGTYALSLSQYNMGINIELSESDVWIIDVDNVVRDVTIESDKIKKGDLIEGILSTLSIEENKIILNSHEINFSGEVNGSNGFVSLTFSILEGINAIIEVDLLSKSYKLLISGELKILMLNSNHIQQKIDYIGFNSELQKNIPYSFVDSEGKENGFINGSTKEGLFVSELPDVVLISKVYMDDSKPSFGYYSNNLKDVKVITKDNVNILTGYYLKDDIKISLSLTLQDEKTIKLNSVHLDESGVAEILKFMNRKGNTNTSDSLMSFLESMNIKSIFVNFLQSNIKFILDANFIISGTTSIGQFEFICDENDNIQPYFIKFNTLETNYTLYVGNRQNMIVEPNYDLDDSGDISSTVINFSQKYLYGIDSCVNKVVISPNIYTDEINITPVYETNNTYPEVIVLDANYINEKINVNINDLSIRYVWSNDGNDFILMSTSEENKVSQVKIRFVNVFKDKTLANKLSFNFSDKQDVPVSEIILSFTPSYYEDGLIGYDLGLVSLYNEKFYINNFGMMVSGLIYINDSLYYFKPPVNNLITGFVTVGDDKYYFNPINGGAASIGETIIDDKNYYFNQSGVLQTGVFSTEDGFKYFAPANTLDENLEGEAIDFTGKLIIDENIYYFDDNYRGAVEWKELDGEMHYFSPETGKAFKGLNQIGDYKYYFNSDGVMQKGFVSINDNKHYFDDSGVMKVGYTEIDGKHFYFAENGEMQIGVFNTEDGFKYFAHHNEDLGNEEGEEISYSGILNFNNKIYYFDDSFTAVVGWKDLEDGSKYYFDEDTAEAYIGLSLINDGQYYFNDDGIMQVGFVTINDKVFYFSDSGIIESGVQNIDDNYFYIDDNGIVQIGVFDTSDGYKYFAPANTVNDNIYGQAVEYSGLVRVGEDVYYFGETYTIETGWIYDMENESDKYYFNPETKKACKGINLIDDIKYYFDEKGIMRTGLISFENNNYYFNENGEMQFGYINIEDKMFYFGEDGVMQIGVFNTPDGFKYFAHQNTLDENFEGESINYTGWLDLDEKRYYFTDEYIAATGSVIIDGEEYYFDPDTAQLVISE
Anthrax LF inh2: inhibitors of Bacillus anthracis lethal factor protease | hit rate 0.12% among 360,000 | multiplex microsphere protease cleavage assay, LF | inhibition, % at 10 µM | P15917; in the data active means inhibition above about 30%; further: plate controls were buffer without enzyme for full effect and enzyme alone for no effect
Vc quorum ag: quorum light induction in luxS cqsA deficient V. cholerae | V. cholerae BH1578 lux reporter, luminescence, 6 h | activation, % at 18.7 µM | hit rate 0.16% among 350,000 | AID 588436; in the data active means activation mostly above about 9.7%, no sharp cut-off; further: not every result past the cut was called active; inactives centre near 0; reference of the scale not given here
DUSP3 inh: inhibitors of human VHR1 phosphatase (DUSP3) | recombinant VHR phosphatase, pNPP absorbance | inhibition, % at 13.3 µM | hit rate 0.52% among 290,000; in the data active means inhibition above about 50%; further: some compounds called inactive have numbers as strong as hits
PfHsp40 yeast: restores yeast growth despite PfHsp40 toxicity. S. cerevisiae expressing PfHsp40, growth rescue, ATP luminescence. growth rescue, % at 12.5 µM. hit rate 0.68% among 340,000. AID 504582; in the data active means growth rescue above about 28%, passing the limit was not always enough;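 further: yeast W303a lacking pdr1 and pdr3 grown in galactose medium; growth measured after three days at 30 °C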
Yp Topo-I inh: Y. pestis Topo-I inhibition via cleavage products; Y. pestis Topo-I cleavage product accumulation, plate reader; activity, % at 10 µM; hit rate 0.064% among 360,000; AID 504884; in the data active means activity above about 50%, passing the limit was not always enough; further: inactives centre near 2
MazF activator: increases E. coli MazEF RNase cleavage of RNA; FAM/BHQ RNA-DNA oligo cleavage fluorescence, 5 h; AID 504720; hit rate 0.32% among 350,000; P0AE70; activation, % at 20 µM; in the data active means activation above about 50%
Rv3671c inh: inhibits the M. tuberculosis serine protease Rv3671c | P9WHR9 | inhibition, % at 5.96 µM | hit rate 0.048% among 320,000; in the data active means inhibition above about 38%;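 further: extracellular domain of Rv3671c used as enzyme; 0% = enzyme with DMSO and 100% = no enzyme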
SSB-PriA inh: inhibitors of Klebsiella pneumoniae PriA binding to SSB C-terminal tail; AlphaScreen SSBct-PriA binding, biotinylated peptide; inhibition, % at 33 µM; hit rate 0.6% among 430,000; in the data active means inhibition mostly above about 37%, no sharp cut-off; inactive means mostly below about 20%;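 further: plate controls were negative control peptide for no effect and reference peptide for full effect; strong numbers were not always called active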
An asterisk follows results filed as active; i = inactive; . = not tested or not shown; & = joins results of further samples.

SMILES	3CLpro inhibitor	TcdB inh	Anthrax LF inh2	Vc quorum ag	DUSP3 inh	PfHsp40 yeast	Yp Topo-I inh	MazF activator	Rv3671c inh	SSB-PriA inh
Cc1ccc(C)n1/N=C1/NC(=O)CS1	-2	.	-4	-0.3	19	-0.2	7	7	2	.
O=C(O)CCCCCN1C(=O)C2CCCCC2C1=O (stereo unspecified)	5	.	-2	-3.1	26	0.1	-1	-16	5	-5
CCOC(=O)c1ccccc1NC(=O)COC(=O)CSC(C)C(=O)Nc1cc(C)on1 (stereo unspecified)	-3	-0.6	0	-0.1	20	-1.2	23	-1	2	12
O=C(O)CSc1nc(SCc2ccccc2Cl)nc2c1CCCC2	5	.	-4	i	11	0.0	20	-3	1	-7
C[C@@H]1CN([C@H](C)CO)C(=O)CCCn2nncc2CO[C@@H]1CN(C)C(=O)Nc1ccc2c(c1)OCO2	.	0.2&-0.8	-7	-0.7	.	.	1	-10	.	.
CCCC1(c2ccccc2)NC(=O)N(CC(=O)Nc2cc(C)on2)C1=O (stereo unspecified)	-1	1.8	-5	.	30	2.8	0	4	-1	9
C#CCOc1ccc(/C=C2/C(=O)N(c3cccc(C(=O)O)c3)N=C2C)cc1OC	-2	-1.3	2	-0.8	8	0.7	2	9	-147	3
COc1cccc(C(=O)NNc2nc(C)cc(C)n2)c1	3	.	0	-0.9	0	-1.3	1	-2	0	11
C=CCn1c(SCc2cc(=O)n3ccsc3n2)nc2scc(C3CC3)c2c1=O	.	.	-3	i	12	-1.2	14	-9	-7	6
O=c1[nH]c2ccc(Cl)cc2c(-c2ccccc2)c1N1CCOCC1	-1	1.1	-1	-0.3	32	-0.1	1	-1	-3	-3
Cn1c(=O)c(=O)n(C)c2cc(N3CCOCC3)c(NS(=O)(=O)c3ccc(Br)cc3)cc21	4	1.2	0	-0.4	18	-0.5	0	3	-8	-8
Cc1ccc2cc(CN(C(=O)C3CCCO3)C3CCCCC3)c(=O)[nH]c2c1 (stereo unspecified)	1	.	1	0.5	28	-1.1	1	13	8	-20
Cc1nn(CC(=O)N(C)C)c(=O)c2ccccc12	1	1.3	1	i	13	-0.2	-7	0	-1	-12
C=CCNC(=O)COc1ccc(N(C)S(=O)(=O)c2ccc(NC(C)=O)cc2)cc1	6	0.8	-1	-0.3	26	0.6	1	5	1	2
COc1ccc(Cl)cc1C(=O)NNC(=O)C1COc2ccccc2O1 (stereo unspecified)	5	0.6	-2	-0.3	18	-0.9	8	-16	-1	1
Cc1ccc2c(CC(=O)O)coc2c1C	1	.	-1	4.5	-11	0.4	-8	-1	-10	0
O=C(CCC(=O)N1CCN(S(=O)(=O)c2ccc(Cl)cc2)CC1)Nc1cccc(Br)c1	3	0.6	1	2.4	4	-1.2	12	2	0	-7
COc1ccc(C(=O)Nc2cc(C)nn2-c2nc3ccccc3[nH]2)c(OC)c1	0	0.0	0	-0.2	14	1.0	-5	-7	-14	-19
CC12C(=O)N(c3ccccc3)C(=O)C1C(c1ccccc1)N1CCCN12 (stereo unspecified)	5	0.5	20	0.2	-1	0.2	-1	5	2	5
CCOC(=O)c1cccc(NC(=S)NC(=O)c2cccnc2)c1	3	0.7	8	-0.1	35	-1.0	9	5	-7	-2
COc1ccc(C[C@H]2CN3C(=NC[C@@H]3C)N2CCNC(=O)CCC2CCCCC2)cc1	5	-9.5	-4	-8.3	0	-0.4	1	2	3	-2
Clc1ccc(OCCn2ccnc2)c2ccccc12	0	.	-6	i	-10	0.2	19	-1	0	19
O=C(Nc1ccc(S(=O)(=O)N2CCOCC2)cc1)c1cccs1	2	.	-3	-5.9	8	0.9	-1	-1	-8	-14
CCOc1ccc(/C=C2\SC(=S)N(CC(=O)N(CCO)C(C)(C)C)C2=O)cc1	0	-0.3	3	i	-5	0.3	7	-4	-11	3
Cn1cc(C(=O)NCc2ccc(F)cc2)cn1	3	-0.8	3	i	11	0.8	-2	-3	5	-16
Cc1ccc(C)c(NC(=O)CCN2CCN(CCO)CC2)c1	-5	0.3	-2	-0.1	6	0.2	-11	1	5	-6
O=C1CC(c2cccc(O)c2)Oc2ccccc21 (stereo unspecified)	.	-0.1	0	-0.3	.	-1.0	-1	6	-9	-10
Cc1ccc(SCc2ccc(C(=O)Nc3cccnc3)cc2)cc1	2	0.0	-1	-0.2	-13	12	-8	4	-6	-9
Cc1cc(C)cc(NC(=O)Cn2nnc(C(=O)NCc3ccco3)c2N)c1	-3	1.1	-1	i	-7	-0.2	0	-16	-2	-4
Cc1csc(=O)n1CCC(=O)OCc1nnc(-c2ccc([N+](=O)[O-])cc2)o1	.	-0.8	0	i	.	-1.1	1	-2	-5	-8
COc1cc(C(=O)NCCNC(=O)c2ccco2)cc(OC)c1OC	.	2.9	-5	i	.	-1.1	-7	10	.	1
O=[N+]([O-])c1ccc(NN=C(Oc2ccccc2)c2ccc([N+](=O)[O-])cc2)cc1	.	0.7	-5	-10	.	.	-10	-16	.	.
COc1ccc(N=Cc2c(O)n(C)c(=O)n(C)c2=O)cc1	0	1.8	5	-0.6	7	0.0	3	4	1	-18
N#CCCSC(=S)C1CCCC1=N (stereo unspecified)	.	0.2	-2	-0.3	.	.	0	1	.	.
CCCc1cc(=O)n2nc(N3CCC(C(=O)N4CCN(c5cccc(OC)c5)CC4)CC3)sc2n1	0	-0.1	0	-0.4	23	1.2	22	7	-2	-10
COc1cc2c(cc1OC)CN(CC(=O)NC(=O)NC(C)(C)C)CC2	-1	0.8	-10	i	2	0.3	9	2	-3	-5
Cc1ccsc1C(=O)N1CCC1(C)C(=O)NS(=O)(=O)c1ccccc1C(F)(F)F (stereo unspecified)	.	-1.6	-4	i	.	.	4	.	.	.
Cc1ccc(-c2ccc(CCC(=O)O)n2NC(=O)c2ccc([N+](=O)[O-])cc2)cc1	-2	0.5	0	-2.1	-1	0.1	5	-1	1	-1
Cc1cccc(C)c1NC(=O)c1ccc2sc([C@@H]3O[C@H](CO)[C@H](O)[C@H](O)[C@H]3O)nc2c1	.	0.1	-4	-0.9	.	.	-1	.	.	.
COc1ccc(-c2ccc(C(=O)Nc3cccc(Oc4ccccc4)c3)c3occc23)c(C)c1	.	0.6	-4	-5.6	.	.	11	.	.	.
Cc1ccc(C)c(N(C(=O)c2csnn2)C(C(=O)NC2CCCC2)c2ccncc2)c1 (stereo unspecified)	4	0.4	-1	-0.4	17	-0.2	2	7	4	4
O=C(NCC1CCCCC1)C1(CC2CC(c3cccc(Br)c3)=NO2)CCNCC1 (stereo unspecified)	-4	1.2	-11	i	-7	-0.9	-1	32	0	-2
Cc1cc(N2CCCC(C(=O)Nc3cccc4ccccc34)C2)n2ncnc2n1 (stereo unspecified)	1	0.3	2	-0.5	4	-1.0	-6	2	1	-5
Cc1sc2ncnc(N3CCC(C)CC3)c2c1C	-1	.	1	i	-14	-0.2	12	-5	-13	-18
Cc1nc2c(=O)[nH]n(C)c2nc1C	.	0.9	6	-4.5	.	.	3	-71	.	.
Cc1ccc2cc(CN(Cc3ccco3)C(=S)NCC3CCCO3)c(=O)[nH]c2c1C (stereo unspecified)	5	1.2	0	-0.1	-3	0.3	7	-1	-3	4
O=C(CSc1nnc(CNC(=O)c2ccccc2)o1)NCc1ccc2c(c1)OCO2	0	0.3	3	i	-2	-0.6	1	2	2	-14
CCOC(=O)/C=C/c1ccc2oc3ccccc3c(=O)c2c1	-3	0.8	3	i	17	0.7	-3	-4	3	-17
Fc1ccc(-c2nnc(CN3CCC(c4nc5ccccc5s4)CC3)o2)cc1	1	.	-1	0.4	-4	-0.7	5	3	.	-1
CC(C)C[C@H]1CNC(=S)N1CC1CCCN1C[C@H](Cc1ccccc1)N1C[C@H](Cc2ccc(O)cc2)N(CC2CCCCCC2)C1=S (stereo partly specified)	.	-0.1	-5	i	.	-0.6	3	-3	.	9

6 entries already listed, arranged by SMILES length, ascending:
SMILES	3CLpro inhibitor	TcdB inh	Anthrax LF inh2	Vc quorum ag	DUSP3 inh	PfHsp40 yeast	Yp Topo-I inh	MazF activator	Rv3671c inh	SSB-PriA inh
Cc1nc2c(=O)[nH]n(C)c2nc1C	.	0.9	6	-4.5	.	.	3	-71	.	.
Cc1sc2ncnc(N3CCC(C)CC3)c2c1C	-1	.	1	i	-14	-0.2	12	-5	-13	-18
Fc1ccc(-c2nnc(CN3CCC(c4nc5ccccc5s4)CC3)o2)cc1	1	.	-1	0.4	-4	-0.7	5	3	.	-1
O=C(NCC1CCCCC1)C1(CC2CC(c3cccc(Br)c3)=NO2)CCNCC1 (stereo unspecified)	-4	1.2	-11	i	-7	-0.9	-1	32	0	-2
Cc1ccc(C)c(N(C(=O)c2csnn2)C(C(=O)NC2CCCC2)c2ccncc2)c1 (stereo unspecified)	4	0.4	-1	-0.4	17	-0.2	2	7	4	4
CC(C)C[C@H]1CNC(=S)N1CC1CCCN1C[C@H](Cc1ccccc1)N1C[C@H](Cc2ccc(O)cc2)N(CC2CCCCCC2)C1=S (stereo partly specified)	.	-0.1	-5	i	.	-0.6	3	-3	.	9

Carrying on:
SMILES	3CLpro inhibitor	TcdB inh	Anthrax LF inh2	Vc quorum ag	DUSP3 inh	PfHsp40 yeast	Yp Topo-I inh	MazF activator	Rv3671c inh	SSB-PriA inh
O=C(OCc1ccccn1)c1ccc(COc2ccccc2Cl)o1	4	.	4	-1.3	6	-0.9	-2	3	-8	-1
CCCCC1=NN(C(=O)c2cocc2C)C(O)(C(F)(F)F)C1 (stereo unspecified)	-5	.	1	-6.7	27	-1.1	1	-7	-7	2
O=C(c1ccc2ccccc2c1)C1CCCN(C(=O)c2cccnc2)C1 (stereo unspecified)	2	1.9	0	i	11	0.1	16	-2	.	-11
COC(=O)C1=C(c2ccccc2OCc2ccccc2)C[C@@H]2CC[C@H]1N2C(=O)NCCCOC(C)C	.	0.6	10	-0.3	.	0.0	1	-1	-3	-9
CCCCN1CC(=O)N2[C@H]3c4cc(Br)ccc4OC[C@@H]3[C@H](C(=O)OCC)[C@]2(C)C1=O	.	1.9	-3	i	.	-1.1	27	8	-2	-16
O=C(NCc1ccc(F)cc1)C(Cc1ccccc1)n1cccc1 (stereo unspecified)	4	1.9	-1	-0.3	-4	-0.8	-7	3	8	3
Cc1cc(NC(=O)C(C)SCC(=O)OCc2c(Cl)cccc2Cl)no1 (stereo unspecified)	2	0.8	2	-0.8	10	1.7	29	4	-8	-11
COc1ccc(N2CCN(C(=O)COC(=O)c3ccc(C)o3)CC2)cc1	.	2.9	.	-0.1	.	0.6	2	6	1	2
C/C(=N\N=C(N)N)c1ccc(Cl)cc1Cl	0	0.3	-3	-1.4	5	1.1	-14	8	-2	.
NC1=NC[C@H](Cc2ccc(O)cc2)N1CC1CCCCC1	.	2.3	-5	i	15	-0.1	-10	3	-1	-8
CCN(CC)c1ccc(NC(=O)c2cccnc2)c(C)c1	-2	.	.	-0.4	21	-0.7	-3	4	6	-2
CCN(CC)C(=O)CSc1nnc(-c2ccccc2)c(-c2ccccc2)n1	-3	.	0	2.4	4	-2.4	32	6	-11	21
Cn1nnc(NC(=S)NC(=O)c2cc(Cl)ccc2Cl)n1	-5	0.3	0	i	4	-0.5	-7	14	-3	0
Cc1ccc(CNc2nc(NCc3ccccc3)nc3ccsc23)c(C)c1	.	0.8	-2	i	.	.	6	.	.	.
O=c1cc(OCc2ccccc2)cc[nH]1	.	-1.7	-3	-2.7	.	-1.2	2	5	-10	2
CCC(=O)NCCc1cc2ccc(C)c(C)c2[nH]c1=O	-3	-0.8	-7	.	3	0.4	2	1	2	-9
Cc1nc(N)sc1C(=O)N/N=C/c1ccc([N+](=O)[O-])cc1	-2	-0.9	-12	0.6	4	.	-1	-3	4	i
COc1ccc(CN(C(=O)c2snc(C(N)=O)c2N)C(C(=O)NC2CCCC2)c2cc(OC)ccc2OC)cc1 (stereo unspecified)	6	0.4	11	-0.2	27	0.5	-1	5	2	-6

Not all compounds are listed. The share of hits here may be higher or lower than overall.
